ASAP1 inh = inhibitors of human ASAP1 ArfGAP activity, primary screen, biochemical, fluorescence polarization; ASAP1-stimulated ARF1 GTP hydrolysis, GDP FP detection; inhibition, % at 16.5 µM; 360,000 compounds, 0.19% hits; AID 624377, 2012; in the data active = inhibition above about 25%;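 also: 0% = vehicle with enzyme and substrate and 100% = no enzyme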
ABHD4 inh = ABHD4 inhibitors, primary screen, biochemical, fluorescence polarization, mouse | (Lyso)-N-acylphosphatidylethanolamine lipase (Mus musculus), Q8VD66 | inhibition, % at 8.92 µM | purified mABHD4, FP-Rh probe fluorescence polarization | 370,000 compounds, 0.54% hits;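 active = inhibition exceeding the mean over every tested compound plus 3 SD, cut at about 30% in these data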;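 also: 0% = plate median of compound wells and 100% = S159A mutant with DMSO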
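system = mouse ABHD4 enzyme, wild type | medium = HEPES pH 7.0, NaCl, Pluronic buffer | also added = FP-Rh probe | incubation = Enzyme–compound pre-incubation 45 min, then probe 60 min, both 25 °C | technique = fluorescence polarization, excitation 525 nm, emission 598 nm, BODIPY TMR filters | controls = S159A mutant high control, sample median low control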
HTRA1 inh = HTRA1 serine protease inhibitors, primary screen, biochemical, fluorescence polarization, HTS; inhibition, % at 5.96 µM; AID 504803, 2011; recombinant HTRA1, FP-rhodamine activity-based probe; 340,000 compounds, 0.5% hits; in the data active = inhibition above about 36%;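 also: 0% = enzyme with DMSO and 100% = wells lacking enzyme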
PG9 binder = binders of HIV-1 gp120 antibody PG9, primary screen, biochemical, TR-FRET | HIV-1 gp120 / PG9 antibody interaction | TR-FRET gp120-PG9 antibody binding | inhibition, % at 6.7 µM | 360,000 compounds, 0.43% hits; in the data active = inhibition above about 8.5%
SMARCA2 activ = SMARCA2 (BRM) function activators, primary screen, cell-based, luminescence, high throughput; MG213 cells, MMTV-luciferase reporter, dexamethasone, overnight; 370,000 compounds, 1% hits; activation, % at 9.1 µM; AID 652017, 2013; in the data active = activation above about 7.8%;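 also: 0% = vehicle wells and 100% = reference activator wells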
NPR1 activator = GC-A stimulated cGMP production enhancers – HEK293 GC-A cells, cGMP TR-FRET, EC30 ANP, primary screen; Atrial natriuretic peptide receptor 1 (Homo sapiens), P16066; 0% at EC30 ANP, 100% saturating ANP; activation, % at 10 µM; 370,000 compounds, 0.14% hits; AID 1671463, 2021; in the data active = activation above about 40%
ARFGAP1 inhibitor = inhibitors of rat ARFGAP1 GAP activity, primary screen, biochemical, fluorescence polarization, GDP tracer; 360,000 compounds, 0.26% hits; Arfgap1-stimulated ARF1 GTP hydrolysis, GDP FP detection; AID 651572, 2012; inhibition, % at 16.5 µM;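 active = inhibition above a per-plate limit, mean inhibition of low control wells plus 3 SD, cut at about 25% in these data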;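 also: 0% = DMSO wells with enzyme and 100% = wells lacking Arfgap1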
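Material – truncated rat Arfgap1 GAP domain · Buffer or medium – HEPES-based buffer, pH 7.5 · Reagent – human ARF1(Δ1-17)-GTP substrate · Dosing – 16.5 µM single point, 1.26% DMSO · Schedule – GTP hydrolysis reaction 2 h at 25 °C · Technique – GDP detection by fluorescence polarization · Benchmarks – No-Arfgap1 wells (100%) versus DMSO full-reaction wells (0%) · Repeats – single replicate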
GC-B act = human GC-B receptor activators, primary screen, HEK293 GC-B cells, cGMP TR-FRET, EC30 CNP. 0% at EC30 CNP, 100% saturating CNP. activation, % at 10 µM. 370,000 compounds, 0.11% hits;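 active = activation at 10 µM reaching about 35% in either raw or pattern-adjusted values, limit read from the data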
Target sequence (P20594 whole entry, looked up): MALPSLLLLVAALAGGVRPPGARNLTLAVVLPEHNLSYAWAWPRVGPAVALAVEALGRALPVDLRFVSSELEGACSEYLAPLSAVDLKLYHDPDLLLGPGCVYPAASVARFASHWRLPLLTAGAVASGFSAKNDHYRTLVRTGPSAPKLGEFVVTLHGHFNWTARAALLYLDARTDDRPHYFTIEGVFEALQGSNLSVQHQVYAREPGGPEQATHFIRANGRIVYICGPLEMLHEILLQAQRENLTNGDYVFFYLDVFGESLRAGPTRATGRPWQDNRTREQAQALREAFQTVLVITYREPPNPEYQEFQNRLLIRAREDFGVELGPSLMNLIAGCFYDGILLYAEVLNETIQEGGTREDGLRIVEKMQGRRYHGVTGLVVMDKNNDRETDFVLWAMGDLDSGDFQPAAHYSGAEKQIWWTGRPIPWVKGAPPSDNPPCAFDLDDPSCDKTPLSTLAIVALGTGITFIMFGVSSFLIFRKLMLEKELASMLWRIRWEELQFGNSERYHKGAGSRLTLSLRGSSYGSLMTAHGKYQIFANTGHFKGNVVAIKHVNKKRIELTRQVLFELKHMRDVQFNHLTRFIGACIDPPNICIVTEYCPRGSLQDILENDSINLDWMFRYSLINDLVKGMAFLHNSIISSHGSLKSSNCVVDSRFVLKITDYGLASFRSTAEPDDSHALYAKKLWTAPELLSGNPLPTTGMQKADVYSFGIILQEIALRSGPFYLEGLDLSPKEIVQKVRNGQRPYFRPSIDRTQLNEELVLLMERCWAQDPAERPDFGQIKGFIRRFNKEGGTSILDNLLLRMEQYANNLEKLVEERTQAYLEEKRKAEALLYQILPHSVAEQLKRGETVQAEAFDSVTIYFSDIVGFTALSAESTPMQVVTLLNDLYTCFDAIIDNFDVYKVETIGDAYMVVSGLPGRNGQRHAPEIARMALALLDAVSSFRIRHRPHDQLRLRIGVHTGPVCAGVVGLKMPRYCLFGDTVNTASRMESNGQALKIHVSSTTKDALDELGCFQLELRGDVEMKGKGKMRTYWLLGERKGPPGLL
rCAG RNA binder = binders of r(CAG) RNA repeats, primary screen, biochemical, fluorescence | r(CAG) RNA repeat, TO-PRO-1 dye displacement fluorescence | inhibition, % at 3 µM | 370,000 compounds, 1.3% hits | AID 651821, 2012;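 active = inhibition above the plate cutoff, the mean of all test compounds on that plate plus 3 SD, cut at about 35% in these data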;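 also: 0% = DMSO alone and 100% = 100 µM mitoxantrone as full dye displacement; higher means more dye released from RNA so lower well fluorescence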
Rev-erbA mod = modulators of Rev-erb alpha DNA binding, primary screen, biochemical, FITC-DNA, fluorescence polarization, uHTS; 370,000 compounds, 0.79% hits; activity, % at 10 µM; Rev-erbα–FITC-DNA binding, 90 min;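 active = activity above about 14%, limit read from the data; passing the limit was not always enough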;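 also: 0% = DMSO wells with 35 nM protein and 100% = DMSO wells with 750 nM protein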
The depositor's hits bear a star; x = not tested or not shown.

Every second line gives: ASAP1 inh, ABHD4 inh, HTRA1 inh, PG9 binder, SMARCA2 activ, NPR1 activator, ARFGAP1 inhibitor, GC-B act, rCAG RNA binder, Rev-erbA mod
- CCOC(=O)C1=C(COC(=O)COc2ccc(C(=O)CC)cc2)NC(=O)NC1C (configuration not stated)
 : -6, -2, 2, 0.6, 2, -1, 9, -2, -4, -2
- CC(=O)c1cccn1S(=O)(=O)c1ccccc1
 : 7, -4, -6, 0.8, -1, 0, 9, 0, -2, 0
- COC(=O)C1CCN(C(=O)c2ccc3nc(-c4cccc(OC)c4)oc3c2)CC1
 : -6, 4, -4, -1.7, 3, 6, -8, 2, -5, -2
- O=C(NNC(=O)C12CC3CC(CC(C3)C1)C2)c1ccncc1
 : -4, -2, 0, -1.2, 1, 1, 6, 4, 0, 1
- CC(C)Cn1c(=O)c2sccc2n2c(CCCC(=O)NC3CCN(Cc4ccccc4)CC3)nnc12
 : -2, 3, 15, 1.9, -2, 3, -1, -1, -7, 12
- CCOC(=O)N1CCN(CC(=O)N2CCC(C(N)=O)CC2)CC1
 : -13, -1, 1, 0.2, 3, 0, 0, -1, 1, -4
- COC(=O)Cc1c(OC)ccn(CCc2c[nH]c3ccccc23)c1=O
 : 1, 1, 6, 3.0, 6, 2, -2, 5, -6, 6
- C[C@H]1CN([C@@H](C)CO)C(=O)CCCn2nncc2CO[C@H]1CN(C)C(=O)Nc1ccc(N2CCCCC2)cc1
 : 3, -9, -1, -0.6, -5, 0, 2, 4, 4, -5
- O=C(CCCCC(=O)NCCCc1ccccc1)NCCCc1ccccc1
 : -6, -1, -7, -2.5, 0, -3, -18, 1, -12, 4
- Cc1cc2oc(=O)sc2cc1NS(=O)(=O)c1ccccc1
 : -5, -15, 5, -0.9, -1, 5, -9, -1, 10, -1

A run of entries from further up:
Every second line gives: ASAP1 inh, ABHD4 inh, HTRA1 inh, PG9 binder, SMARCA2 activ, NPR1 activator, ARFGAP1 inhibitor, GC-B act, rCAG RNA binder, Rev-erbA mod
- CC(C)Cn1c(=O)c2sccc2n2c(CCCC(=O)NC3CCN(Cc4ccccc4)CC3)nnc12
 : -2, 3, 15, 1.9, -2, 3, -1, -1, -7, 12
- CCOC(=O)N1CCN(CC(=O)N2CCC(C(N)=O)CC2)CC1
 : -13, -1, 1, 0.2, 3, 0, 0, -1, 1, -4
- COC(=O)Cc1c(OC)ccn(CCc2c[nH]c3ccccc23)c1=O
 : 1, 1, 6, 3.0, 6, 2, -2, 5, -6, 6
- C[C@H]1CN([C@@H](C)CO)C(=O)CCCn2nncc2CO[C@H]1CN(C)C(=O)Nc1ccc(N2CCCCC2)cc1
 : 3, -9, -1, -0.6, -5, 0, 2, 4, 4, -5
- O=C(CCCCC(=O)NCCCc1ccccc1)NCCCc1ccccc1
 : -6, -1, -7, -2.5, 0, -3, -18, 1, -12, 4
- Cc1cc2oc(=O)sc2cc1NS(=O)(=O)c1ccccc1
 : -5, -15, 5, -0.9, -1, 5, -9, -1, 10, -1

Following part
Every second line gives: ASAP1 inh, ABHD4 inh, HTRA1 inh, PG9 binder, SMARCA2 activ, NPR1 activator, ARFGAP1 inhibitor, GC-B act, rCAG RNA binder, Rev-erbA mod
- CN(C)C(CNC(=O)CNC(=O)c1ccc(Br)cc1)c1ccccc1 (configuration not stated)
 : 10, -2, 7, -0.2, -5, -4, 8, 2, -3, 0
- Cc1[nH]n(C(N)=S)c(=O)c1N=Nc1ccc(S(=O)(=O)N2CCCC2)cc1
 : 3, 10, 1, -5.3, -1, -2, -9, 3, 16, 4
- COc1ccc(-n2c(O)c(C=NC3CC3)c(=O)[nH]c2=O)cc1
 : -5, 7, 2, -0.3, 0, -4, -2, 4, 0, 5
- CC(Oc1ccccc1)C(=O)N(CCC1=CCCCC1)c1c(N)n(Cc2ccccc2)c(=O)[nH]c1=O (configuration not stated)
 : 4, 3, -13, -1.9, -2, 1, 3, 3, 1, -1
- COc1ccc(NC(=O)c2ccc[n+]([O-])c2)cc1
 : 5, -2, 9, -2.9, 3, -3, -9, 2, -3, -1
- O=C(OCc1nc2ccccc2s1)c1cnccn1
 : 6, 9, -7, 1.0, 7, 2, 10, -1, 2, 1
- Cn1c(N)c(C(=O)COC(=O)c2cnc(Cl)c(Cl)c2)c(=O)n(C)c1=O
 : -1, -1, -2, -0.3, -2, 14, -10, 8, -2, 11
- O=C(CCn1nnc2ccccc21)Nc1nnc(COc2ccccc2F)s1
 : 9, -10, -4, 1.6, -3, -6, 2, -7, 0, 1
- Cc1ccc(NC(=O)CN(C)C(=O)COC(=O)c2ccc(NC(=O)CC#N)cc2)cc1
 : -4, -25, -19, 1.1, 4, 1, -11, -7, 11, -3
- COc1ccc(C(NC(=O)C(C)C)c2c(O)ccc3ccccc23)cc1 (configuration not stated)
 : 2, -9, -19, -1.5, 0, 0, -6, -2, 1, 0
- COc1ccc(C2C(CC(=O)O)=C(Nc3ccccc3)C(=O)N2c2ccccc2)cc1 (configuration not stated)
 : -2, 6, -9, 1.1, 4, -2, 13, -2, 25, -1
- CC1=C(C(=O)Nc2cccc(F)c2)C(c2ccsc2)C2=C(CC(C)(C)CC2=O)N1 (configuration not stated)
 : 9, 2, -5, 1.7, -3, -2, 8, -10, 2, 1
- CCCC(C(=O)NCC1CCCO1)N(Cc1ccco1)C(=O)CNS(=O)(=O)c1ccccc1 (configuration not stated)
 : -7, -15, -1, 1.8, -2, 2, 15, 1, 4, 2
- CCCOc1ccc(C(=O)NNC(=S)NC(=O)c2ccco2)cc1
 : -3, 5, 10, 0.8, 6, 5, -4, 13, 25, -2
- COc1ccc(S(=O)(=O)N(Cc2ccccc2)Cc2nc3ccccc3c(=O)[nH]2)cc1
 : 6, -15, -2, -0.9, 0, -3, 5, 5, 7, 2
- CC(CCc1ccccc1)NC(=O)COC(=O)c1cccnc1Cl (configuration not stated)
 : 6, -5, 3, -0.8, -2, 1, 2, -1, 0, -8
- CC1CCN(Cc2c(C(=O)N/N=C/c3cccc(Cl)c3)nnn2-c2nonc2N)CC1
 : 12, -2, -7, -2.7, -3, 1, -14, 6, 5, 1
- COC(=O)c1ccc2cn[nH]c2c1
 : 2, 2, 3, -1.1, 2, 2, 13, 3, 3, 7
- CCCc1c(C(=O)Nc2ccc(F)cc2)cnn1-c1ccccc1
 : -4, -3, -4, 1.0, -5, 1, 4, -1, 13, -1
- CCCn1c(SCC(=O)Nc2cccc(C(=O)OCC)c2)nnc1-c1ccoc1C
 : 4, -3, -6, -1.6, 0, 0, 3, -3, -5, -4
- Cc1occc1C(=O)N1CCCC(Nc2ccc(F)c(F)c2)C1 (configuration not stated)
 : 4, 6, 10, -2.3, 0, 2, -5, 1, -7, -1
- COc1ccc(N2CCN(C(=O)c3ccccc3NS(=O)(=O)c3ccc(C)cc3)CC2)cc1
 : 7, 10, -11, -2.0, 1, 2, 4, 1, 12, 2
- Cc1cc(C)c(C#N)c(N2CCC(C(N)=O)CC2)n1
 : 8, 9, 0, -0.1, -1, -2, 3, -2, 1, 0
- C=CCNC(=S)Nc1ccc(N2CCOCC2)c(S(=O)(=O)Nc2ccccc2Cl)c1
 : 8, -5, -8, 0.4, 3, 4, -6, 2, 14, -3
- Cc1cccc(-c2nnc(SCC(=O)Nc3ccc(OCc4ccccc4)cc3)n2Cc2ccco2)c1
 : x, -16, x, x, -8, -4, x, -1, 13, -2
- CC1CCN(CCCNS(=O)(=O)c2cc3c(cc2Br)CCN3C(=O)C2CC2)CC1
 : x, 8, x, x, -1, 2, x, 0, 7, -5
- O=C(Nc1ccc(Oc2ccccc2)cc1)C1CCCO1 (configuration not stated)
 : 1, -4, 3, -0.4, 2, 0, 0, 6, -2, -2
- Cc1ccc(Cl)cc1N1CCN(S(=O)(=O)c2c(C(=O)N3CCOCC3)c(C)n(C)c2C)CC1
 : -4, -4, -3, -2.9, -4, -2, -1, 2, -3, -1
- CC(=O)NC(Cc1ccccc1C)C(=O)NC1CCN(c2c3c(nc4ncnn24)CCC3)CC1 (configuration not stated)
 : 4, -7, x, -2.4, -2, -1, 1, 1, -5, -7
- CCN(CC)c1ccc(/C=C(\C#N)C(=O)c2ccc(Br)cc2)cc1
 : 2, -52, -17, -2.8, 0, 3, 4, 5, 8, 59*
- O=C(Cc1n[nH]c(=O)c2ccccc12)NC(c1ccccc1)c1ccccc1
 : 9, -2, 5, 6.5, -2, -9, -7, -5, 6, 0
- COc1ccc(C2(C)NC(=O)N(CC3CCCCC3)C2=O)cc1 (configuration not stated)
 : 8, -1, -3, -0.1, -1, -3, 5, 1, -1, 1
- CCCCOC(=O)n1c(=O)oc2ccc(S(=O)(=O)N3CCCCC3)cc21
 : -5, 21, 2, 0.4, -1, 3, 3, 3, 12, 1
